GSK3B inh = blocks human GSK3beta kinase activity; activity score (negative = inhibition), % at 10 µM; GST-GSK3beta kinase, ADP-Glo luminescence, 60 min; stronger effect = lower value; 300,000 compounds, 0.038% hits; P49841;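 active means more than half of replicate wells score below -50%, meaning over 50% inhibition versus plate controls; inconclusive means some replicates but at most half score below -50%; inactive means no replicate scores below -50%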;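 further: 0% = median DMSO wells and -100% = median GW8510 positive control wells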
Target sequence (P49841 whole entry, looked up): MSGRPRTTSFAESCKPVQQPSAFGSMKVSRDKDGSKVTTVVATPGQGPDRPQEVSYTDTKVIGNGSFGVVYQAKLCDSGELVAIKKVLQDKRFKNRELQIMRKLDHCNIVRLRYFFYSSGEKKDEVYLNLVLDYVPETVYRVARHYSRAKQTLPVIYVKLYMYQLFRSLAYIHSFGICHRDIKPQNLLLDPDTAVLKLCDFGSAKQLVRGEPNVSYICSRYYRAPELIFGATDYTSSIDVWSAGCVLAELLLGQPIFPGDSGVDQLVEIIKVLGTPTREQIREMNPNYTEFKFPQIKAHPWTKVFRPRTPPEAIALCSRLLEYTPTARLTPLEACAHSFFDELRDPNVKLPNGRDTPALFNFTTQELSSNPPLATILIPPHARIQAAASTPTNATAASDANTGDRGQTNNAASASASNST
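Test system: GST-tagged human GSK3beta kinase, cell-free; evaluation: activity score scaled between in-plate DMSO and GW8510 controls; measured by: ADP-Glo luminescence; incubation: 60 min reaction, RT; benchmarks: DMSO and 20 µM GW8510; reagent: peptide substrate plus 25 µM ATP (final); medium: Tris/MgCl2 kinase buffer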
GSK3 alpha inh = inhibitors of human GSK-3 alpha kinase. ADP-Glo luminescence, 60 min. P49840. AID 2650. inhibition, % at 10 µM. 320,000 compounds, 0.1% hits;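 in the data active means inhibition above about 50%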;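 further: GST-tagged GSK-3 alpha with peptide substrate and 25 µM ATP; 0% = DMSO neutral wells and 100% = GW8510 positive control wells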
Target sequence (P49840 whole entry, looked up): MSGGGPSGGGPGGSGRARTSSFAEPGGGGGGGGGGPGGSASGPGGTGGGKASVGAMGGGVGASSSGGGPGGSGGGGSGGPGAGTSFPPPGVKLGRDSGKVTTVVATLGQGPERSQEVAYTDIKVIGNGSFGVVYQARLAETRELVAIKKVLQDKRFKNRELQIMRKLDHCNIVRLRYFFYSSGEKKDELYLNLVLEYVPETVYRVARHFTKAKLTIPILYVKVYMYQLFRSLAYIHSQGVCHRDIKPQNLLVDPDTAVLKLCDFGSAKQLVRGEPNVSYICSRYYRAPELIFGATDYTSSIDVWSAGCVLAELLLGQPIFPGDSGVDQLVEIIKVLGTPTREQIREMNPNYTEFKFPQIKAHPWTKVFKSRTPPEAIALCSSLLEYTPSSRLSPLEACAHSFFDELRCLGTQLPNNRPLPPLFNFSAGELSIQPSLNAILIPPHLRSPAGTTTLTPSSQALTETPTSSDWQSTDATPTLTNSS
HIF act = HIF pathway transcriptional activation. U2OS HRE-luciferase reporter, luminescence; normalized: DMSO 0%, desferrioxamine 100%. activation, % at 7.5 µM (by protocol). 300,000 compounds, 0.32% hits;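 active means mean activation of at least 10% of the iron chelator positive control signal, with at least half of replicates also reaching 10%; inconclusive means mean and replicate majority disagree about reaching 10%; inactive means mean and most replicates under 10%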
AI-2 QS modul = modulators of Vibrio harveyi AI-2 quorum sensing system. Vibrio harveyi JMH597 AI-2 luminescence/OD600 ratio, 9 h; stronger effect = lower value; strain lacks LuxN and CqsS sensors; 0 = neutral-control median. activity change, % at 7.5 µM. 300,000 compounds, 0.4% hits; in the data active means activity change below about -75%, passing the limit was not always enough; inconclusive means no clear call, values can overlap the other calls;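 further: luminescence divided by OD600 gain over 9 h not by final OD600 alone; inactives centre near 13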
IEC-6 tox = counter-screen for KLF5 inhibitors: cytotoxicity in IEC-6 cells; IEC-6 cytotoxicity, luminescence viability; inhibition, % at 5 µM; 290,000 compounds, 0.78% hits; AID 1825; in the data active means inhibition above about 22%;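 further: 0% = plate median of test compound wells and 100% = cytotoxic reference compound wells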
HSP90 inh = blocks HSP90-mediated luciferase refolding in reticulocyte lysate; Rabbit reticulocyte lysate, luciferase refolding luminescence, 3 h; inhibition, % at 5.6 µM; 290,000 compounds, 0.91% hits; AID 1789;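 active means inhibition above the screen-wide mean plus 3 SD, computed separately per campaign, cut at about 16% in these data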;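 further: 0% = DMSO wells and 100% = 60 µM geldanamycin wells; inhibitors lower the luminescence because luciferase stays unfolded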
HSF1 activator = increases HSF-1 driven luciferase reporter signal; NIH3T3-HGL HSF-1 luciferase reporter, MG132, 8 h; 100% = twice DMSO control signal; activation, % at 9 µM; 300,000 compounds, 1.7% hits;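 active means mean replicate activation of at least 50% with a set share of replicates each reaching 50%; inconclusive means only one of those two conditions met; inactive means mean below 50% and too few replicates reaching it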;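 further: 0% = median of the neutral control wells and 100% = twice that signal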
KLF5 inh = suppresses KLF5 promoter-driven expression. inhibition, % at 5 µM. AID 1700. 290,000 compounds, 0.23% hits. DLD-1 KLF5 promoter-luciferase reporter, luminescence;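 active means inhibition above a per-plate limit of that plate's mean compound inhibition plus 3 SD, cut at about 60% in these data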;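 further: 0% = DMSO wells and 100% = LY294002 at 200 µM; higher means less KLF5 promoter-driven luciferase light; inactives centre near -14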
HSF1 inhib = HSF1 inhibition | NIH3T3-HGL HSE-luciferase, MG132-induced, luminescence 8 h; stronger effect = lower value | activity change, negative = inhibition, % at 7.5 µM (by protocol) | 300,000 compounds, 0.77% hits | AID 2098;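 active means more than half of replicate wells show activity change below -50%, luminescence cut by over half; inconclusive means some wells, but at most half, below -50%; inactive means no replicate well below -50%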;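 further: luciferase reports HSF-1 transcriptional activity via heat shock element; 0% = median of DMSO wells and -100% = zero luminescence signal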
aSyn UTR inh = 5' untranslated region of α-synuclein, MLPCN primary screen | alpha-synuclein 5'UTR reporter, inhibitor activity | 300,000 compounds, 0.82% hits | inhibition, % (tested at 7.5 µM) | AID 1813; in the data active means inhibition above about 60%; inconclusive means no clear call, values can overlap the other calls;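 further: H4 neuroglioblastoma cells stably carrying SNCA 5'UTR luciferase fusion; 0% = DMSO wells and 100% = positive control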
* hit, by the source's call; u = inconclusive; x = not tested or not shown. Random draw from the library; any-hit rate near 4.7%.

SMILES	GSK3B inh	GSK3 alpha inh	HIF act	AI-2 QS modul	IEC-6 tox	HSP90 inh	HSF1 activator	KLF5 inh	HSF1 inhib	aSyn UTR inh
CC(=O)c1cccc(NC(=O)C2CC(=O)N(c3cccc(C)c3C)C2)c1 (stereo unspecified)	1	-3	-0.3	11	-10	-2	3	-7	-3	13
N#Cc1ncc(-c2ccc3c(c2)OCCOCCOCCOCCO3)nc1C#N	1	2	0.1	6	-4	4	2	30	-14	-2
CCOC(=S)SCC(=O)Nc1nc(-c2ccccc2)cs1	5	0	-0.7	20	9	4	67*	-14	35	-26
CC(=O)Nc1cccc(-c2cc(C)c3cc4c(cc3n2)OCO4)c1	-4	x	2.1	7	7	0	33	-101	33	-89
COc1cccc(NC=C2C(=O)OC3(CCCCC3)OC2=O)c1	1	3	0.7	25	3	7	59*	-46	28	-4
O=C(N/N=C1\NC(=O)C(CO)(CO)S1)c1ccccc1	0	-2	-0.4	13	3	6	5	-34	2	-2
Cc1ccccc1NC(=O)c1ccc(Cn2cc([N+](=O)[O-])cn2)o1	-1	0	0.0	24	2	3	18	-7	4	-13
COc1ccc(C(=O)NCC(=O)Nc2ccc(-c3ccccc3)cc2)cc1	1	-1	0.1	2	0	2	3	-7	-4	1
N/C(=C\C(=O)c1cc(Cl)ccc1O)C(Cl)(Cl)Cl	-1	1	1.4	13	10	6	209*	8	128	-80
c1cc(OCCCN2CCCCC2)ccc1CN1CCCCC1	0	-2	0.2	5	-8	2	8	-5	5	-26
COc1ccc(OC)c(N=C2SCCCN2C(=O)c2ccc(N3C(=O)CCC3=O)cc2)c1	x	1	0.0	x	x	x	-76	x	-68*	9
CC(C)C(=O)Nc1sc2c(c1C#N)CCCCC2	0	-1	3.8	19	-2	-2	9	8	2	-58
CCOc1ccc(C(=O)Nc2cccc(-n3cnnn3)c2)cc1OCC	1	7	0.5	15	6	-1	3	-19	-12	12
Cc1nc(C(=O)NNC(=O)c2ccc(C(F)(F)F)cc2)cs1	-2	0	0.1	37	-5	-5	1	-47	-4	-14
Cc1noc(C)c1COc1ccc(C(=O)OCC(=O)Nc2ccc3c(c2)OCO3)cc1	-1	-3	0.0	27	-8	0	31	-10	13	-12
C/C(CC(=O)Nc1ccccn1)=N\NC(=O)C(=O)Nc1ccccc1C	1	-1	-0.2	12	-1	-2	-10	-13	-1	-9
S=C(NC1CCCCC1)N1CCN(c2ccccn2)CC1	4	x	-0.3	16	8	0	-1	-15	-4	2
CCOC(=O)N1CCC(C(=O)NNC(=O)c2ccc(Cl)cc2Cl)CC1	x	-1	-0.3	25	-5	-3	3	-28	3	7
C=CCn1c(-c2cc(OC)cc(OC)c2)n[nH]c1=S	-3	1	-0.6	15	0	-3	7	-5	-5	20
Cc1ccc(C(=O)N/C(=C\c2cccc([N+](=O)[O-])c2)C(=O)NC(Cc2ccccc2)C(=O)O)cc1 (stereo unspecified)	2	8	-0.4	21	-4	-6	-11	-8	-3	12
CSc1cccc(NC(=O)c2nnn(Cc3ccccc3)c2N)c1	2	-3	1.7	14	7	-2	25	-16	13	-30
CCC(C)C(=O)Nc1ccc([N+](=O)[O-])cc1OC (stereo unspecified)	1	-2	-0.2	13	8	0	4	-9	-7	21
CCn1c(COc2ccccc2C)nnc1SCC(=O)CC(=O)Nc1ccccc1	-4	0	-0.1	26	-2	1	13	1	1	14
CSc1ccc(-c2nc(CN(C)C3CCOC3)c(C)o2)cc1 (stereo unspecified)	2	-4	2.6	12	2	3	22	-61	-3	-81
Cc1ccc(-c2nnc(SCC(=O)N3CC(C)CC(C)C3)o2)cc1C (stereo unspecified)	0	x	0.0	17	4	0	1	-6	3	3
(cont.)
SMILES	GSK3B inh	GSK3 alpha inh	HIF act	AI-2 QS modul	IEC-6 tox	HSP90 inh	HSF1 activator	KLF5 inh	HSF1 inhib	aSyn UTR inh
O=C(c1ccc(OCC2CCCO2)cc1)N1CCc2ccccc2C1 (stereo unspecified)	1	-4	1.6	10	-3	0	7	1	6	-46
Cc1noc(C)c1COC(=O)COc1cccc2c1OC(C)(C)C2	3	2	x	18	-5	-3	x	9	x	x
COc1ccc(/C=N/NC(=O)CCc2c(C)n[nH]c2C)cc1O	0	1	-0.7	-5	4	2	16	-47	2	11
Clc1ccc(-c2nn3c(C4COc5ccccc5O4)nnc3s2)cc1 (stereo unspecified)	1	-2	-0.2	-19	0	0	0	-39	-3	-17
C=CCN1C(c2ccccc2)=CS/C1=C(/C#N)c1nnc(N2CCOCC2)n1-c1ccccc1	-1	1	-0.3	10	13	-5	36	-27	2	8
CCCCC(=O)Nc1nc(C)c(-c2csc(Nc3cc(OC)ccc3OC)n2)s1	0	-2	-0.5	24	-7	0	-32	8	-18	45
CCOC(=O)c1nnn(-c2nc(N3CCCC3)nc(N3CCCC3)n2)c1-c1ccccc1	0	0	-0.5	12	-6	-3	11	-7	2	12
COc1ccc(NC(=O)CS(=O)c2ccc(Br)cc2)cc1 (stereo unspecified)	-1	-1	-0.7	7	2	-5	-18	2	-3	-1
CC(=O)NS(=O)(=O)c1ccc(NC(=O)CCC(=O)Oc2ccc(C)cc2)cc1	2	-2	0.5	12	1	2	5	-2	-2	-2
C=CCC1(N(C(C)=O)c2ccccc2C)CCCCC1	-1	4	-0.3	66	-5	3	0	-14	2	8
COc1ccc(CCNC(=O)C(=O)c2cn(CC(=O)N3CCOCC3)c3ccccc23)cc1OC	0	-1	0.1	12	1	3	3	-14	0	12
CCOc1ccc(NC(=S)NC(=O)c2c(Cl)cnn2CC)c([N+](=O)[O-])c1	-2	0	-0.4	8	-1	-4	-3	2	4	10
CC(C)(Oc1ccc(Cl)cc1)C(=O)N(Cc1ccccc1)c1ccccn1	2	-2	-0.1	-9	-4	3	28	-12	-4	18
COc1cccc(C(=O)NC2CCCc3c2cnn3-c2cc(C)cc(C)c2)c1 (stereo unspecified)	3	x	0.3	0	-2	-1	15	-16	-1	12
CSc1ccc(S(=O)(=O)NCc2ccccc2Cl)cc1	2	1	-0.1	-5	-1	-2	11	-30	4	-17
COc1ccccc1N1CCN(S(=O)(=O)CCNC(=O)CCCc2ccccc2)CC1	2	1	1.7	-3	x	x	12	x	5	-10
CCOc1ccc2oc(-c3ccccc3)c(C(=O)O)c2c1	3	-3	-20	20	-3	-1	-2	-24	-10	-5
Cc1cc(=O)oc2c(C)c(OC(C)C(=O)NCc3ccccn3)ccc12 (stereo unspecified)	1	-5	0.1	28	3	0	-12	-5	1	1
CC1CC(C)CN(S(=O)(=O)c2ccc(C(=O)N3CCOCC3)cc2)C1 (stereo unspecified)	1	-2	-0.3	22	-4	0	-2	-31	-2	-6
Cc1ccc(C(=O)NCc2cccs2)cc1S(=O)(=O)N1CCCCC1	2	0	x	18	-3	-2	-6	2	-6	17
Cc1cccc(CC2SC(N3CCN(c4ccccc4)CC3)=NC2=O)c1 (stereo unspecified)	-2	-8	0.0	30	-2	-2	12	13	5	14
Cc1oc(-c2cccs2)nc1CN1CCC(CO)(CCOc2ccccc2)CC1	0	4	-0.5	-4	4	6	-3	6	-2	4
CC(C)(C)c1cc(C(=O)CCN2CCOCC2)cc(C(C)(C)C)c1O	2	-1	0.3	7	-3	-4	45	-29	44	-17
O=C(NCCC1CCCCN1S(=O)(=O)c1cccs1)C(=O)Nc1ccc(F)cc1F (stereo unspecified)	-4	-3	2.0	10	x	x	-7	x	1	-52
O=C(Nc1c(C(=O)Nc2cccc3ccccc23)cnn1-c1ccccc1)c1ccco1	-4	-1	-0.1	16	1	1	-12	-1	3	-5
Continuation:
SMILES	GSK3B inh	GSK3 alpha inh	HIF act	AI-2 QS modul	IEC-6 tox	HSP90 inh	HSF1 activator	KLF5 inh	HSF1 inhib	aSyn UTR inh
CCOc1cc(/C=N/n2cnnc2)c(Br)cc1O	1	1	0.2	6	0	4	31	4	1	5
COc1ccc(/C=N/n2c(-c3cc(C)[nH]n3)n[nH]c2=S)cc1	-1	0	-0.1	11	0	3	-2	-11	6	5
Cc1ccc(Sc2cc(Cl)nc(N)n2)cc1	2	-1	0.6	21	2	-1	5	-13	0	-1
CSc1ccc(S(=O)(=O)N(CC(=O)NN=C2CCN(C)CC2)c2ccc(C)cc2)cc1	0	-3	-0.1	-5	2	2	-3	-19	-1	-17
CCC1=Nc2cc(C(=O)NCCCN3CCN(C)CC3)ccc2Sc2ccccc21	-1	1	-0.2	14	-5	0	-7	-8	-4	0
COc1ccc(CNC(=O)CN=C2NC(=O)C(c3ccccc3)(c3ccccc3)N2)cc1	-3	1	x	7	1	-3	6	-13	3	-29
COc1ccc2c(c1)cc(C)c1nnc(SCC(=O)N3CCN(C(=O)c4ccco4)CC3)n12	-1	-6	-0.1	7	x	x	x	x	x	-4
COc1ccc(CSc2nnnn2C)cc1[N+](=O)[O-]	-1	0	0.3	0	2	-1	5	-11	-6	12
Cc1ccc([C@@H]2[C@@H]3C(=O)N(C)C(=O)[C@@H]3[C@]3(C)C(=O)N(CCO)CC(=O)N23)o1	0	-1	-0.1	17	-2	-2	-14	-22	-7	4
COc1cc(NC(=S)N2CCC(C(O)(c3ccccc3)c3ccccc3)CC2)cc(OC)c1	0	-1	-0.2	19	4	-3	4	-13	-3	-5
Cn1c(Cc2ccccc2)nnc1SCC(=O)N1CCCCC1	-4	2	0.0	22	-3	-2	3	-23	0	7
N#Cc1c(SCC(=O)Nc2ccc(C(F)(F)F)cc2)sc2c(O)cc(=O)[nH]c12	-3	3	0.5	28	-3	-1	-6	-29	-1	9
COC(=O)c1ccc(OCc2nn[nH]n2)cc1	-9	0	0.1	-9	-1	7	23	-11	-1	-7
Cc1cc(OCC(=O)Nc2ccc(OCc3ccccc3)cc2)nc(C(C)C)n1	-3	-2	0.2	12	3	1	-16	1	1	-11
Cc1ccc(N(C(=O)c2ccco2)C2C=CS(=O)(=O)C2)cc1 (stereo unspecified)	0	0	-0.4	2	-2	2	-17	-23	-1	-7
CN(Cc1ccccc1)c1nc(CN2CCOCC2)nc2scc(-c3ccccc3)c12	0	-1	-0.2	18	-6	-6	6	-25	-1	-15
COc1ccccc1CSc1nc2ccccc2[nH]1	-13	4	1.3	3	-1	-4	-2	-40	-4	-156
O=C1CCS/C(=N\N=C\c2ccc(Cl)cc2Cl)N1	2	-3	-1.0	23	-7	-2	-8	-20	0	28
CC(=O)Nc1ccc(NC(=O)CCC(=O)OCC(=O)c2ccc(F)cc2)cc1	3	-2	u	16	1	-2	-5	-13	-1	-2
CCOc1ccc(NC(=O)N(C2CCCCC2)C2CCN(C(C)=O)CC2)cc1	0	-1	0.6	8	-2	-2	-4	-10	-13	-29
CCCn1c(N)c(N2CCCCC2)c(=O)n(CC(=O)Nc2ccccc2C)c1=O	1	1	-0.4	8	-1	-1	-14	-35	0	1

Source: PubChem (several laboratories)
